Bioassay records: PubChem BioAssay, several laboratories
CSN deneddyl inh = inhibitors of human CSN-mediated cullin deneddylation | 0.38% of 360,000 active | inhibition, % at 12.5 µM | Purified CSN, SCF-Nedd8-OG deneddylation, fluorescence polarization | Q92905 | AID 651999;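 active means pattern-corrected inhibition above about 35%, with an unprinted fluorescence ratio check between 0.5 and 1.5, limit read from the data, passing the limit was not always enough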;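 further: 0% = enzyme with substrate and 100% = substrate without enzyme; some results filed as inactive read as strong as hits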
Target sequence (Q92905 whole entry, looked up, one chain of several): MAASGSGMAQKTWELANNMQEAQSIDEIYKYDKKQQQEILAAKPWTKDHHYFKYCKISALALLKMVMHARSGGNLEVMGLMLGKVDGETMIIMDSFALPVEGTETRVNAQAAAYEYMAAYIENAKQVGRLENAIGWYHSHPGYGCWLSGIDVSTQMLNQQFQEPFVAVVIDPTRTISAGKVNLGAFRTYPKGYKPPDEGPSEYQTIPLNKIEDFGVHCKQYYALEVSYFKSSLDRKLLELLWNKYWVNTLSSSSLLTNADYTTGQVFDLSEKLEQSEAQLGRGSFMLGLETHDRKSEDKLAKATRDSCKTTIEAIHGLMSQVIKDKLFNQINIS
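Test system: purified human Csn5 enzyme expressed in HEK293T cells. Amount: 0.24 nM enzyme. Reagent: SCFSkp2-Nedd8OG substrate at 10 nM final. Schedule: 90 min incubation of compound, enzyme and substrate at room temperature. Detection: fluorescence polarization. Read-out: % inhibition of substrate cleavage by Csn5.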
PABP1 MLLE inh = blocks PAM2 peptide binding to the PABP1 MLLE domain. P11940. GST-MLLE / FITC-PAM2 fluorescence polarization. inhibition, % at 20 µM. 0.36% of 360,000 active; in the data active means inhibition above about 35%, passing the limit was not always enough;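 further: plate controls were DMSO wells with GST-MLLE for no effect and wells lacking GST-MLLE protein for full effect; some results filed as inactive read as strong as hits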
LMPTP inh = LMPTP (human) inhibition; 0.22% of 360,000 active; recombinant LMPTP-A, OMFP fluorogenic substrate, fluorescence intensity; inhibition, % at 20 µM; P24666;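 active means compounds that cut the enzyme signal by at least half of the control window in the single-dose screen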;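 further: plate controls were DMSO wells with enzyme plus substrate for no effect and substrate without enzyme for full effect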
Target sequence (P24666 whole entry, looked up): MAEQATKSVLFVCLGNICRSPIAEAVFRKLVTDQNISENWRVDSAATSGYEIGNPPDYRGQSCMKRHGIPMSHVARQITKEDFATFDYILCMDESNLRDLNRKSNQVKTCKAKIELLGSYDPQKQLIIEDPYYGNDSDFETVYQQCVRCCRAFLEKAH
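Assay system: LMPTP-A phosphatase enzyme | Input: 0.625 nM enzyme | Also added: Fluorogenic phosphatase substrate OMFP at 400 µM final | Compound dosing: One test concentration per compound, 20 µM, with 3% DMSO overall | Schedule: 50 min enzyme reaction at room temperature, protected from light | Signal: Fluorescence intensity | Benchmarks: no-enzyme and uninhibited controls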
STEP block = inhibitors of human striatal-enriched phosphatase STEP. P54829. recombinant STEP, OMFP fluorogenic substrate, fluorescence. inhibition, % at 20 µM. 0.25% of 360,000 active;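 active means inhibition at 20 µM, scaled per plate between control wells, above about 37%, limit read from the data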;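 further: 0% = DMSO with enzyme and substrate and 100% = substrate only without enzyme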
Target sequence (P54829 whole entry, looked up): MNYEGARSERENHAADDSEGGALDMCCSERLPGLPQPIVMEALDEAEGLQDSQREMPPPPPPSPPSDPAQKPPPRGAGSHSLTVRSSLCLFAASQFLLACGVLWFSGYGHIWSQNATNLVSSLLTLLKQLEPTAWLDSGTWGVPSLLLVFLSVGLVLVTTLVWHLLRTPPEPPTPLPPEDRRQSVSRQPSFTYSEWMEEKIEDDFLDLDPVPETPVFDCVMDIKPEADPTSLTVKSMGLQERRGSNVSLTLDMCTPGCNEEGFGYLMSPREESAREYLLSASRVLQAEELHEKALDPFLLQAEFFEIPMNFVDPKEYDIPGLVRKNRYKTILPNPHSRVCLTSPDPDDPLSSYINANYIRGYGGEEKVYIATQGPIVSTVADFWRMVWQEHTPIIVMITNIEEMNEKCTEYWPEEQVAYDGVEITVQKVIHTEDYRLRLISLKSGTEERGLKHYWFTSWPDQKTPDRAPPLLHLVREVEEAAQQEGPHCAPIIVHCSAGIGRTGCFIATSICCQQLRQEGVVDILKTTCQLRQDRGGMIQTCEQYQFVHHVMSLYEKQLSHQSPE
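material = STEP tyrosine phosphatase | reagent = fluorogenic phosphatase substrate OMFP at 25 µM final | doses = single compound dose of 20 µM, 1% DMSO final | schedule = 20 min reaction, room temperature, in the dark | measured by = fluorescence, 480/540 nm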
Scp-1 inhibitor = blocks human Scp-1 phosphatase activity. Q9GZU7. Recombinant Scp1, phosphopeptide, malachite green phosphate absorbance. inhibition, % at 20 µM. 0.88% of 340,000 active;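 active means inhibition above about 50% at 20 µM, limit read from the data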;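 further: plate controls were DMSO wells with enzyme for no effect and wells lacking enzyme for full effect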
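Assay system: SCP-1 catalytic fragment, aa 76-261 | Buffer or medium: Tris acetate buffer pH 5.5 with MgCl2 and Tween-20 | Compound: One concentration, 20 µM, with 1.0% DMSO | Also added: Phospho 17-mer peptide substrate | Signal: Absorbance at 630 nm | Incubation: 45 min enzyme reaction at room temperature | Measure: % inhibition of SCP-1 phosphate liberation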
DNMT1 block = inhibitors of human DNMT1; P26358; DNMT1 molecular beacon, Hinp1I cleavage, fluorescence; inhibition (reported as % activation of signal), % at 10 µM; 0.83% of 360,000 active; AID 588458; in the data active means inhibition above about 50%
NadD block = NadD (S. aureus) enzyme inhibition; purified NadD enzyme, colorimetric absorbance read-out; inhibition, % at 20 µM; 0.78% of 360,000 active; in the data active means inhibition above about 26%; further: some compounds past the cut are filed as inactive
TbMetRS inhib = Trypanosoma brucei MetRS inhibition. purified T. brucei MetRS, ATP depletion, Kinase-Glo luminescence. inhibition, % at 11.9 µM. 0.4% of 360,000 active. AID 624268;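 active means inhibition above a per-plate cutoff of the control wells' mean inhibition plus 3 SD, cut at about 5.5% in these data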;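 further: 0% = DMSO wells median and 100% = median of wells with control inhibitor compound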
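technique = Kinase-Glo luminescence, ATP depletion format | system = purified MetRS (methionyl-tRNA synthetase) enzyme from Trypanosoma brucei | timing = 15 min preincubation, 2 h reaction, all 25 °C | evaluation = percent inhibition versus plate control medians | dosing = single dose, 11.9 µM final nominal, 0.9% final DMSO | also added = substrates ATP, L-methionine and bulk Escherichia coli tRNA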
SUMO1-SIM PPI = SUMO1-SIM interaction modulation | AID 602429 | 0.33% of 360,000 active | inhibition, % at 20 µM | SUMO1 binding to a labelled peptide, TR-FRET, 1 h | P63165; in the data active means inhibition above about 37%
Rpn11 block = inhibitors of human proteasome Rpn11; human 26S proteasome, Ub4-pepOG fluorescence polarization; 20S core pre-blocked with epoxomicin; calls only at 20 µM; O00487; 0.59% of 360,000 active;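 active means inhibition at 20 µM, scaled to each plate's controls, above about 33%, limit read from the data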
* = called active by the depositor; i = inactive; nt = no result given; + = active, no number.

[1] Cc1ccc(C2CCN(C(=S)NC(C)C)C2)cc1 (stereo not drawn)
[2] O=C1C(=O)N(CCCN2CCOCC2)C(c2ccc(Cl)cc2)/C1=C(/O)c1ccc(F)cc1 (stereo not drawn)
[3] O=[N+]([O-])c1cccnc1N1CCN(Cc2ccc3c(c2)OCO3)CC1
[4] CC(=O)O[C@@H]1[C@H](Oc2c(O)c(C)c3c4c2[C@H](C)CC[C@H]4[C@H](C)C[C@@H]3C=C(C)C)O[C@@H](C)[C@@H](O)[C@H]1O
[5] Cc1ccc(NC(=O)C[n+]2ccn(C3=C([O-])c4ccccc4C3=O)c2)cc1
[6] C/C(Cc1ccccc1)=N\NC(=O)c1ccccn1

entry no.,1,2,3,4,5,6
TbMetRS inhib,-0.3,-0.4,-0.7,-0.4,0.3,0.2
PABP1 MLLE inh,-141,0,10,8,-14,-1
STEP block,1,-1,-4,1,0,1
NadD block,-1,-5,-8,-1,-1,-4
SUMO1-SIM PPI,1,4,-17,2,-22,1
Rpn11 block,i,i,i,i,i,i
Scp-1 inhibitor,-5,-2,-3,nt,1,-5
LMPTP inh,-0.5,-3.2,-0.7,1.1,0.3,-0.5
CSN deneddyl inh,-3,1,-3,0,1,4
DNMT1 block,10,4,0,-7,-7,0

[7] CC1(N2CCOCC2)C(=O)c2ccccc2C1=O
[8] COc1ccc(N2C(=O)Cc3c2nc(N)c(C#N)c3N)cc1
[9] O=C(NCC1CCCO1)c1cccc(F)c1 (stereo not drawn)
[10] COCCN(Cc1nnc(-c2cccs2)o1)C(=O)c1cccc(S(=O)(=O)N2CCOCC2)c1
[11] COc1ccc(Cn2nnnc2C(c2cccs2)N2CCSCC2)cc1 (stereo not drawn)
[12] COc1ccc(-c2[nH]ncc2/C=C(\C#N)C(=O)NC2CC2)cc1

entry no.,7,8,9,10,11,12
TbMetRS inhib,-0.2,-1.1,-0.2,-0.2,-0.3,-0.5
PABP1 MLLE inh,14,-2,15,2,2,3
STEP block,-1,4,-3,-3,4,-2
NadD block,3,-1,-3,3,2,1
SUMO1-SIM PPI,0,-11,1,0,2,-21
Rpn11 block,i,i,i,i,i,i
Scp-1 inhibitor,-7,-9,4,-2,-11,-3
LMPTP inh,-0.4,4.3,-2.1,-0.8,0.2,0.6
CSN deneddyl inh,2,-4,-4,-2,2,2
DNMT1 block,4,1,2,7,3,-4

[13] O=C(OCc1ccccc1F)c1cc([N+](=O)[O-])ccc1N1CCOCC1
[14] Cc1ccc(CNc2cnccn2)s1
[15] CSC1=N/C(=C\c2cccnc2)C(=O)N1c1ccccc1
[16] Cc1ccc(OC(C)C(=O)N(C)c2ccccc2)c([N+](=O)[O-])n1 (stereo not drawn)
[17] Cc1ccc(C2CC2/C(=N/O)c2ccc(F)cc2)cc1 (stereo not drawn)
[18] COCCCn1c(=O)c2sccc2n2c(CCCC(=O)NCC3CCCO3)nnc12 (stereo not drawn)

entry no.,13,14,15,16,17,18
TbMetRS inhib,-0.5,0.2,-0.6,0.3,-0.9,-0.1
PABP1 MLLE inh,-11,-5,-26,-5,1,7
STEP block,2,0,0,2,2,1
NadD block,-12,2,-4,-3,-11,1
SUMO1-SIM PPI,-33,17,-16,-7,9,3
Rpn11 block,i,i,i,i,i,i
Scp-1 inhibitor,-1,-4,-6,-10,-9,37
LMPTP inh,0.6,-0.5,-0.1,-1.4,2.7,-1.3
CSN deneddyl inh,-2,-2,-10,-2,4,1
DNMT1 block,0,1,-2,-1,2,2

[19] Cc1ccccc1C1c2[nH]c3ccccc3c2C[C@H]2C(=O)N(C3CC3)CC(=O)N12 (stereo partly drawn)
[20] COc1ccc(CN2CCN(C(=O)CC(C)C)CC2)c2ccccc12
[21] CCOC(=O)c1[nH]c(C)c(/C=N/O)c1C
[22] CC(NC(=O)OCc1ccccc1)C(=O)OCN1C(=O)c2ccccc2C1=O (stereo not drawn)
[23] COc1ccc(S(=O)(=O)N2CCNCC2)cc1
[24] O=C(O)CN1C(=O)SC(Nc2ccccc2C(=O)O)C1=O (stereo not drawn)

entry no.,19,20,21,22,23,24
TbMetRS inhib,1.6,-0.4,-0.8,-0.1,-0.3,-0.1
PABP1 MLLE inh,2,-11,3,-7,-7,23
STEP block,0,1,2,-1,-1,4
NadD block,-2,-2,-3,-6,-3,-1
SUMO1-SIM PPI,-4,0,-1,2,4,12
Rpn11 block,i,i,i,i,i,i
Scp-1 inhibitor,-12,-5,-3,-12,0,-13
LMPTP inh,1.3,-2.7,-1.0,-2.3,-0.8,-0.5
CSN deneddyl inh,-5,-2,-1,-3,4,-1
DNMT1 block,-2,-1,-1,-1,1,2

Filtered by structure: the compounds so far with two or more sulfur atoms (two)
[10] COCCN(Cc1nnc(-c2cccs2)o1)C(=O)c1cccc(S(=O)(=O)N2CCOCC2)c1
[11] COc1ccc(Cn2nnnc2C(c2cccs2)N2CCSCC2)cc1 (stereo not drawn)

entry no.,10,11
TbMetRS inhib,-0.2,-0.3
PABP1 MLLE inh,2,2
STEP block,-3,4
NadD block,3,2
SUMO1-SIM PPI,0,2
Rpn11 block,i,i
Scp-1 inhibitor,-2,-11
LMPTP inh,-0.8,0.2
CSN deneddyl inh,-2,2
DNMT1 block,7,3

Remaining list, next part:
[25] O=C(COc1cccc(Br)c1)N/N=C1\CCCc2ccccc21
[26] N#Cc1c(SCC(N)=O)nc2c(c1-c1ccc(O)cc1)CCCC2
[27] COC1=CC(=O)OC(c2ccc(C#N)cc2)C1 (stereo not drawn)
[28] O=S(=O)(N/N=C\c1cn(-c2ccccc2)nc1-c1ccccc1)c1ccccc1
[29] CC(C)OC(=O)/C(C#N)=C/c1ccc(-c2ccc(SC(F)F)cc2)o1
[30] CCC(C)NC(=O)C(NS(=O)(=O)c1cccc2nsnc12)c1ccccc1 (stereo not drawn)

entry no.,25,26,27,28,29,30
TbMetRS inhib,0.3,0.8,-0.3,-1.6,-0.1,-0.1
PABP1 MLLE inh,-1,0,nt,-5,-16,-5
STEP block,2,-1,nt,-3,-2,-1
NadD block,-1,-1,nt,13,7,4
SUMO1-SIM PPI,-2,-2,4,-6,-2,-22
Rpn11 block,i,i,nt,i,+,i
Scp-1 inhibitor,-6,-8,nt,-7,-10,44
LMPTP inh,0.9,-1.2,-0.7,3.8,2.4,1.7
CSN deneddyl inh,-1,3,2,2,4,2
DNMT1 block,1,0,nt,-4,4,6

[31] CCCC(=O)Nc1ccc(C(=O)NNC(=S)NC(=O)c2cccs2)cc1
[32] Brc1c(CSc2nncn2-c2ccccc2)nc2sccn12
[33] Cc1c(C(=O)Nc2ccncc2)oc2ccccc12
[34] CCn1nc(C)c(NC(=O)/C=C/c2ccc(OC)c(COc3ccc(Br)cc3)c2)c1C
[35] CCN(CC(=O)Nc1ccccc1OC)C(=O)c1ccccc1Sc1ccccc1C#N
[36] CN(CC(=O)Nc1ccccc1C(F)(F)F)C(=O)c1cc([N+](=O)[O-])ccc1N1CCOCC1

entry no.,31,32,33,34,35,36
TbMetRS inhib,-0.7,0.6,0.5,0.5,0.2,0.3
PABP1 MLLE inh,18,5,-3,-7,16,-12
STEP block,2,9,2,3,1,1
NadD block,7,-4,-1,-1,4,-2
SUMO1-SIM PPI,4,4,-2,-1,-32,-28
Rpn11 block,i,i,i,i,i,i
Scp-1 inhibitor,-3,-6,-8,3,-13,-8
LMPTP inh,-0.6,-1.3,-0.1,4.5,-9.0,-2.5
CSN deneddyl inh,-5,-2,1,-1,2,3
DNMT1 block,0,2,-4,-8,-14,1

[37] CCOc1ccccc1C1NC(=O)NC(C)=C1C(=O)OCc1ccco1 (stereo not drawn)
[38] CCOC(=O)c1nnn(CC(=O)NC(=O)Nc2cccc(CC)c2)c1C(=O)OCC
[39] CC1(C)CC(NC(=O)C2CCC(=O)N(Cc3ccccc3F)C2)CC(C)(C)C1 (stereo not drawn)
[40] C#CCOC(=O)c1cc(Cl)c(=O)n(Cc2ccc(Cl)cc2Cl)c1
[41] CN1C(=O)N(C)C(NC(=O)Nc2ccccc2)C1NC(=O)Nc1ccccc1 (stereo not drawn)
[42] O=C1C(=C2CCc3ccccc32)Cc2ccccc21

entry no.,37,38,39,40,41,42
TbMetRS inhib,-0.4,-0.8,-0.2,-0.3,-0.4,-0.2
PABP1 MLLE inh,13,-5,-6,14,2,-4
STEP block,0,-1,0,3,1,2
NadD block,8,-11,-4,-6,-4,-4
SUMO1-SIM PPI,-2,24,5,4,-3,-23
Rpn11 block,i,i,i,i,i,i
Scp-1 inhibitor,2,-6,-7,-16,-2,-10
LMPTP inh,0.1,0.4,-0.2,2.0,-0.2,3.4
CSN deneddyl inh,0,2,0,-2,-3,3
DNMT1 block,-3,2,3,0,2,10

Reprinted from the part before: 3 entries, followed by the next part.
[40] C#CCOC(=O)c1cc(Cl)c(=O)n(Cc2ccc(Cl)cc2Cl)c1
[41] CN1C(=O)N(C)C(NC(=O)Nc2ccccc2)C1NC(=O)Nc1ccccc1 (stereo not drawn)
[42] O=C1C(=C2CCc3ccccc32)Cc2ccccc21
[43] CCc1ccc(N2CC(C(=O)Nc3ccc(S(=O)(=O)N4CCOCC4)cc3)CC2=O)cc1 (stereo not drawn)
[44] Cc1ccc(S(=O)(=O)CCC(=O)Nc2nc(-c3cccnc3)cs2)cc1
[45] CCn1cc(C(=O)NCCC(=O)OC)c(=O)c2cc3c(cc21)OCO3
[46] CN1CCCN(C(=O)c2cc3c(s2)CCCC3)CC1
[47] CC(C)(CCc1ccccn1)C(=O)C(CCc1ccccn1)CCc1ccccn1
[48] COc1ccc(S(=O)(=O)N2CCN(C(=O)[C@@H]3CCC(=O)N3C3OC(=O)c4ccccc43)CC2)cc1 (stereo partly drawn)
[49] CC(C)N1CCC(NC(=O)Nc2ccccc2)CC1

entry no.,40,41,42,43,44,45,46,47,48,49
TbMetRS inhib,-0.3,-0.4,-0.2,-0.6,-1.4,-1.4,-0.5,-0.1,-0.2,-0.3
PABP1 MLLE inh,14,2,-4,-15,-8,-7,10,10,-1,4
STEP block,3,1,2,2,3,0,-3,0,2,1
NadD block,-6,-4,-4,0,1,0,-4,-6,5,4
SUMO1-SIM PPI,4,-3,-23,4,2,3,1,-1,0,1
Rpn11 block,i,i,i,i,i,i,i,i,i,i
Scp-1 inhibitor,-16,-2,-10,-4,-8,2,7,-18,2,4
LMPTP inh,2.0,-0.2,3.4,-1.5,3.3,0.3,1.0,0.0,-0.8,0.7
CSN deneddyl inh,-2,-3,3,2,-2,-1,-2,1,3,-3
DNMT1 block,0,2,10,-6,1,0,0,5,-1,40
